PREPL inhibitor – inhibitors of human prolyl oligopeptidase-like enzyme PREPL; Q4J6C6; recombinant PREPL, fluorescence polarization activity-based probe; inhibition, % at 5.96 µM; actives 0.68% (n = 320,000); AID 2751; in the data active means inhibition above about 43%;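 further: 0% = enzyme with DMSO and 100% = wells lacking enzyme; many of its hits are not listed in these tables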
Target sequence (Q4J6C6 whole entry, looked up): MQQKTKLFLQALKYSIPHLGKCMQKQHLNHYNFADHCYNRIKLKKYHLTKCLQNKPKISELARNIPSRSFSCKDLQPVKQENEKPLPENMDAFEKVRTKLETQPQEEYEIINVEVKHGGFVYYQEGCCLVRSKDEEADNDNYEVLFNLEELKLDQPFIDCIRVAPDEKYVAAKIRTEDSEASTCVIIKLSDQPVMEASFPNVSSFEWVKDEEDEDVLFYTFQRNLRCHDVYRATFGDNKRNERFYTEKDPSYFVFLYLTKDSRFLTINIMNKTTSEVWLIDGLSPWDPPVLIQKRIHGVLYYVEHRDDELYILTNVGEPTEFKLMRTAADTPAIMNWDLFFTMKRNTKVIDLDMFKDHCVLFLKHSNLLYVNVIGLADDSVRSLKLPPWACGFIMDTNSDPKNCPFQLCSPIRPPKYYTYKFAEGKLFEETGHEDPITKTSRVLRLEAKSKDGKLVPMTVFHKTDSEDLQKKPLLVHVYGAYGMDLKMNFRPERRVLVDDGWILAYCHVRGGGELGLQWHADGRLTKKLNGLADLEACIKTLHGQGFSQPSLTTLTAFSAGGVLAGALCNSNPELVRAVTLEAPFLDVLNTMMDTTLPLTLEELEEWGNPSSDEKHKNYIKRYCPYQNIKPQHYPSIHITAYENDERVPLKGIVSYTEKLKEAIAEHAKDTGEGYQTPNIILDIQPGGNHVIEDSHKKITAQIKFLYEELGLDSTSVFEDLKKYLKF
PP1 inh – PP1-alpha (human) inhibition in PP5 counter-screen. purified PP1alpha, OMFP fluorescence. AID 2235. actives 0.9% (n = 320,000). inhibition, % at 6.7 µM;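 active means inhibition above the mean inhibition of all tested compounds plus 3 SD, computed separately for each screening campaign, cut at about 15% in these data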
Target sequence (P62136 whole entry, looked up): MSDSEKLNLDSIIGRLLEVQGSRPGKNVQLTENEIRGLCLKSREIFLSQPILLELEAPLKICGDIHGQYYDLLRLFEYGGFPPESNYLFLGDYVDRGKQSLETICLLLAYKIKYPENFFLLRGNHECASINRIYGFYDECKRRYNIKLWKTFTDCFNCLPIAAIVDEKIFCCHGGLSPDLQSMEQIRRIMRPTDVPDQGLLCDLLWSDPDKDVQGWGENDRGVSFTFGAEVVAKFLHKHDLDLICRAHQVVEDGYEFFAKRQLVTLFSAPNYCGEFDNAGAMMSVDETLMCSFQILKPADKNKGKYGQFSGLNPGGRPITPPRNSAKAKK
CTSL1 counter – blocks F. hepatica cathepsin L1 in PFM18AAP counter-screen. actives 0.49% (n = 300,000). inhibition, % at 5.96 µM. AID 1906. recombinant F. hepatica cathepsin L1, Z-Leu-Arg-MCA fluorescence;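 active means inhibition above the mean of all tested compounds plus 3 SD, set per screening campaign, cut at about 17% in these data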;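 further: 0% = plate median of test compound wells and 100% = 1 µM Z-Phe-Ala-diazomethylketone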
HCV core dimer – HCV core protein dimerization inhibition; TR-FRET GST/Flag-core106 dimerization, 1536-well; inhibition, % at 5 µM; actives 0.33% (n = 300,000);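 active means inhibition above the mean of all tested compounds plus 3 SD, set per screening campaign, cut at about 45% in these data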
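Test system: GST/Flag-tagged HCV core106 proteins; Medium: KF-containing HEPES buffer, pH 7.45, DTT, CHAPS, BSA; Times: compound-protein-antibody incubation 4 h at 22.5 °C; Detection: TR-FRET 671 and 617 nm emission; Benchmarks: wells lacking GST-core106 and wells with excess unlabelled core106.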
PP5 inh – inhibitors of human protein phosphatase 5 (PP5); P53041; purified PP5c, OMFP substrate fluorescence; inhibition, % at 6.7 µM; actives 0.18% (n = 320,000);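 active means inhibition above the campaign's mean inhibition across all tested compounds plus 3 SD, cut at about 9.5% in these data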;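 further: 0% = DMSO only and 100% = 100 µM cantharidin control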
ZTA DNA inh – ZTA (EBV) inhibition in EBNA-1 counter-screen; inhibition, % at 11 µM; ZTA-DNA binding, fluorescence polarization; AID 2234; actives 0.15% (n = 320,000); P03206; in the data active means inhibition above about 33%
TPT1 inhibitor – blocks Candida albicans tRNA 2'-phosphotransferase | AID 1962 | inhibition, % at 5 µM | recombinant caTPT1, FP RNA substrate dephosphorylation | actives 0.81% (n = 300,000);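 active means inhibition above the mean of all tested compounds plus 3 SD, set per screening campaign, cut at about 24% in these data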;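 further: plate controls were DMSO alone for no effect and ferristatin control at 100 nM for full effect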
EBNA-1 inhibitor – blocks EBNA-1 binding to DNA; EBNA-1 DNA binding, fluorescence polarization; inhibition, % at 14.8 µM; actives 0.34% (n = 300,000); AID 1950; in the data active means inhibition above about 28%
Efflux pump inh – blocks antifungal efflux pumps in multiplex yeast assay; actives 0.44% (n = 330,000); AID 485275; inhibition, % at 10 µM; S. cerevisiae Candida pump triplex, Nile Red efflux;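 active means plate passing quality check with inhibition over a set limit, or well fluorescence over plate mean plus 4 SD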;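 further: Nile Red retained in pooled yeast measured as flow cytometry median fluorescence; 0% = buffer negative control and 100% = Enniatin B positive control; higher means more Nile Red kept so more efflux inhibition; some compounds called inactive have numbers as strong as hits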
Numbers without * were called inactive; / = no result given. Not all compounds are listed; count on the stated rates, not on these rows.

item	canonical_smiles	PREPL inhibitor	PP1 inh	CTSL1 counter	HCV core dimer	PP5 inh	ZTA DNA inh	TPT1 inhibitor	EBNA-1 inhibitor	Efflux pump inh
1	C=CCN(Cc1nc(-c2ccccc2)no1)C(=O)c1ccoc1C	-1	2	0	4	3.0	3	1	5	0.0
2	CCCCC(CCCCl)C(=O)Nc1ccccc1 (stereo not given)	2	-4	0	1	3.2	5	4	4	0.2
3	Cc1ccc(CCN2CC(C(=O)NCCCN3CCCCC3)CC2=O)cc1 (stereo not given)	17	-3	-2	2	2.0	-1	-3	8	0.0
4	CCN(CCNC(=O)Cn1cc2c(n1)CCCC2)c1ccccc1	3	-7	-3	-2	-0.7	0	-2	14	-0.1
5	O=C(CSc1nccc(-c2cccs2)n1)Nc1cccc(Cl)c1Cl	-63	-2	0	9	2.8	1	-2	4	0.0
6	O=C(O)C1CCN(c2ccc(Cl)nn2)CC1	9	1	6	-11	1.4	-9	-1	-12	0.1
7	Cc1cc(C)c(S(=O)(=O)N(C)c2ccccc2)c(C)c1	-8	-1	-1	15	0.5	9	-1	7	0.0
8	O=C(COc1ccccc1C(=O)NCc1ccccn1)Nc1ccc(Br)cc1	31	-2	2	0	-1.6	3	-1	3	-0.2
9	CC1=NN(S(=O)(=O)c2ccc(Cl)cc2Cl)C(=O)c2ccccc2O1	3	0	56*	1	-2.0	2	0	-12	0.1
10	CC(C)(C)c1ccc(NC(=O)c2cc[n+]([O-])cc2)cc1	1	-4	-5	0	2.8	3	4	-6	0.1
11	CN(C)Cc1c(O)ccc2occ(C(=O)c3ccccc3)c12	5	-1	2	1	0.8	-3	-2	-1	-0.1
12	CCCS(=O)(=O)N1CCN(c2ccccc2F)CC1	-22	-4	-3	0	-1.2	4	-4	-2	0.1

Ordered by count of non-hydrogen atoms (descending): part of the list above.
item	canonical_smiles	PREPL inhibitor	PP1 inh	CTSL1 counter	HCV core dimer	PP5 inh	ZTA DNA inh	TPT1 inhibitor	EBNA-1 inhibitor	Efflux pump inh
8	O=C(COc1ccccc1C(=O)NCc1ccccn1)Nc1ccc(Br)cc1	31	-2	2	0	-1.6	3	-1	3	-0.2
4	CCN(CCNC(=O)Cn1cc2c(n1)CCCC2)c1ccccc1	3	-7	-3	-2	-0.7	0	-2	14	-0.1
10	CC(C)(C)c1ccc(NC(=O)c2cc[n+]([O-])cc2)cc1	1	-4	-5	0	2.8	3	4	-6	0.1
12	CCCS(=O)(=O)N1CCN(c2ccccc2F)CC1	-22	-4	-3	0	-1.2	4	-4	-2	0.1
2	CCCCC(CCCCl)C(=O)Nc1ccccc1 (stereo not given)	2	-4	0	1	3.2	5	4	4	0.2

More structures follow:
item	canonical_smiles	PREPL inhibitor	PP1 inh	CTSL1 counter	HCV core dimer	PP5 inh	ZTA DNA inh	TPT1 inhibitor	EBNA-1 inhibitor	Efflux pump inh
13	Cc1cccn2c(CN(C)CC3CCCCO3)c(C(=O)N3CCCCC3)nc12 (stereo not given)	-2	0	6	-4	-0.7	-2	-1	5	0.0
14	COC(=O)CN(c1ccccc1)S(=O)(=O)c1ccc(F)cc1	4	0	-4	0	0.1	13	4	-18	0.1
15	CC(C(=O)NCc1ccccc1)N1C(=O)C2CC=C(Cl)CC2C1=O (stereo not given)	5	1	10	-7	0.2	12	-15	3	0.1
16	Cc1ccc(Cn2ccc(NC(=O)c3noc4c3CCCCC4)n2)cc1	-3	0	0	7	3.2	12	4	1	-0.2
17	COc1ccc2[nH]c(=O)c(COC(=O)c3ccco3)cc2c1	-4	2	-3	27	1.9	6	7	-17	0.1
18	CC1CCN(C2CC(=O)N(c3ccc(Br)cc3Br)C2=O)CC1 (stereo not given)	1	5	0	-2	2.5	-7	5	-2	0.1
19	O=c1c2ccccc2nc(-c2ccco2)n1/N=C/c1ccco1	16	1	1	-5	1.2	-16	-7	-2	0.9
20	COc1ccc(CCN2CC(C(=O)NCc3ccccc3)CCC2=O)cc1 (stereo not given)	-2	-2	-1	-3	-2.1	9	1	-1	0.0
21	CCCCC1=CC2=CC(=O)C(C)(OC(=O)CC)C(=O)C2=CN1CCN1CCOCC1 (stereo not given)	0	2	-1	4	3.1	-3	-9	5	0.2
22	CC(=O)NNC(=S)NC(=O)c1cccc([N+](=O)[O-])c1	-1	-2	-1	-2	-0.5	13	0	18	-0.1
23	CCN(CCS(=O)(=O)c1ccc(Cl)cc1)C(=O)Nc1ccc(Cl)cc1	-3	-4	-2	-2	-1.0	0	1	4	0.1
24	Fc1ccc2[nH]c3c(Cl)ncnc3c2c1	0	0	3	12	1.0	-5	-1	5	-0.3
25	CCCCNC(=O)CN1C(=O)NC2(CCOc3ccccc32)C1=O (stereo not given)	7	5	-2	-8	2.1	-11	1	-10	0.1
26	CCN(CC)S(=O)(=O)c1cccc(C(=O)N[C@H](C(=O)Nc2nc3ccc(F)cc3s2)C(C)C)c1	1	9	0	15	3.4	8	-1	-2	0.4
27	COCCNC(=O)CSc1ccccc1C(=O)NC1CCCc2ccccc21 (stereo not given)	2	1	1	-1	3.5	-3	2	-1	0.1
28	CCCCCCCNC(=O)c1ccc(N2CCC3(CC2)OCCO3)c([N+](=O)[O-])c1	6	2	-2	7	1.6	-4	-5	4	0.0
29	CC(C)CCNC(=O)[C@H](CSCc1ccccc1)N1Cc2ccccc2C1=O	8	0	1	4	0.1	10	-2	9	-0.2
30	c1ccc(CSc2nnc3c4ccccc4c4ccccc4c3n2)cc1	1	-2	3	7	0.7	-6	-1	4	0.0
31	CCCC(=O)Nc1sc(C)c(-c2ccc(OC)cc2)c1C#N	0	-1	2	8	-1.7	8	0	10	-0.3
32	C/C(=N\N=C1\NC(=O)C(Cc2ccccc2)S1)c1ccccc1 (stereo not given)	-6	2	1	5	2.4	-23	4	-3	-0.1
33	CC1CN(c2ncnc3c2oc2ccccc23)CC(C)O1 (stereo not given)	4	8	0	-4	1.9	-4	-8	-2	-0.1
34	COc1ccccc1NC(=O)Nc1sccc1-c1nc2ccccc2s1	15	7	1	20	1.8	-3	33*	0	0.2
35	CCC1CCCCN1CCCNC(=O)c1cc2c(=O)oc3ccc(C)cc3c2s1 (stereo not given)	13	-5	11	-7	-5.4	8	1	-9	0.1
36	CC1CCCN(C(=O)COC(=O)CNS(=O)(=O)c2ccc3ccccc3c2)C1 (stereo not given)	18	-3	-25	-3	-0.5	-23	-6	-2	-0.3
37	O=C(CN1CCCC1)Nc1ccc(-c2nc3cc(NC(=O)CN4CCCC4)ccc3o2)cc1	-28	-1	1	-2	2.4	-12	0	7	0.0
38	O=C(O)c1ccccc1Nc1ccc([N+](=O)[O-])cc1C(=O)O	-8	-3	2	0	0.1	4	1	4	0.3
39	O=C(CN1CCN(Cc2ccccc2F)C1=O)NCc1cccnc1	-3	6	2	1	2.4	-15	-4	-3	0.2
40	Cc1ccc(NC(=O)COC(=O)c2c[nH]c3ccccc23)cc1C	-1	-1	/	/	-0.6	22	/	/	0.0
41	COc1ccccc1NC(=O)Cn1cnc2c(oc3nc4c(cc32)CCCC4)c1=O	10	3	3	1	0.9	23	5	-2	0.1
42	COc1ccc(CCNC(=O)c2ccc(CS(=O)(=O)c3ccc(C)cc3)o2)cc1OC	4	-1	1	10	-0.6	9	-2	3	0.0
43	O=C(/C=C/c1ccc(Cl)cc1Cl)N1CCN(c2ccccc2[N+](=O)[O-])CC1	17	5	3	-1	2.7	-23	2	1	0.1
44	O=C(O)c1ccccc1C(=O)Nc1ccc(-n2nccc2C(F)(F)F)cc1	-1	-3	0	6	-1.5	9	-2	4	-0.1
45	COc1ccccc1NC(=O)c1ccc2c(c1)C(=O)N(c1ccccc1OC)C2=O	4	1	1	4	2.0	4	1	7	0.0
46	Cc1ccc(Nc2cc(C(=O)NCCCN3CCOCC3)c3ccccc3n2)c(C)c1	24	-6	-1	1	1.2	-1	1	3	0.1
47	CCOC(=O)c1c(NC(=O)c2cccs2)sc(C(=O)N2CCOCC2)c1C	0	-3	0	12	0.1	11	-3	6	-0.3
48	CCC(=O)Nc1nc2ccc(NC(C)=O)cc2s1	-7	2	-2	-1	2.4	7	-2	-24	0.0
49	CCN1C(=O)C(CC(=O)Nc2ccc(OC)cc2)N(CCc2ccccc2F)C1=S (stereo not given)	16	0	0	3	3.1	3	2	-10	0.1
50	CCC(C)(C)C1CCc2c(sc(N)c2C(N)=O)C1 (stereo not given)	4	4	3	32	0.2	9	14	6	-0.1
51	COC(=O)C(CSCc1ccccc1)NC(=O)CSc1nc(C)cc(=O)[nH]1 (stereo not given)	27	-2	-3	-3	-0.5	0	-3	11	-0.1
52	COc1ccccc1/C=C/C(=O)OCC(=O)N1CCc2ccccc21	-2	7	/	/	5.6	-7	/	/	0.1
53	Cc1cc(NS(=O)(=O)c2ccc(NC(=O)c3ccc(Br)o3)cc2)nc(C)n1	12	1	-3	-3	2.8	-23	1	-1	0.0
54	CC(Oc1cc(Cl)ccc1Cl)C(=O)N/N=C\c1ccnn1C (stereo not given)	3	-3	7	6	-0.2	2	0	17	0.1
55	Cc1cccc(NCC(=O)NNC(=S)Nc2ccccc2)c1	-4	-5	-3	-6	-2.5	-16	-2	4	-0.1
56	CN(C)c1ccc(NC(=S)N2CCN(c3ncc(C(F)(F)F)cc3Cl)CC2)cc1	25	-5	2	-1	4.1	-4	-2	5	-0.1
57	Cc1ccc(/C=C(\C#N)C(=O)Nc2ccccn2)o1	-2	-7	0	0	0.3	8	5	7	-0.1
58	COc1ccc(N2CCN(C(=O)c3ccc(Cl)c(S(=O)(=O)N4CCCC4)c3)CC2)cc1	13	0	4	1	2.6	-6	-3	-2	-0.1
59	CC(Sc1ccc(Cl)cc1)C(=O)NCC1CCCO1 (stereo not given)	-4	-3	-1	-3	2.0	-30	-4	-3	-0.1
60	CCOc1ccc(C2=NNC(c3cccnc3)=Nc3ccc(OC)cc32)cc1	8	-2	-1	-8	3.9	0	3	-7	0.2
61	Cc1c(Cl)c([N+](=O)[O-])nn1CCCC(=O)Nc1cccc(O)c1	11	-2	-3	2	-0.1	6	-6	3	-0.4
62	Nc1nn(S(=O)(=O)c2ccccc2)cc1-c1cccc([N+](=O)[O-])c1	14	3	-1	6	-0.6	-3	0	7	-0.2
63	O=C1C2C3CCCC3=C3CCCC3C2C(=O)N1c1ccc(Cl)cc1 (stereo not given)	7	4	6	52*	4.6	20	-11	-7	0.1
64	O=C1CCCC(O)=C1N=Nc1ccc2ncsc2c1	6	-1	2	41	2.7	12	2	3	0.2
65	CCOC(=O)C1CCN(S(=O)(=O)c2ccc(Cl)cc2)CC1	-1	1	-1	2	0.7	-5	0	3	0.0
66	O=C(Nc1ccc(C(=O)N2CCN(c3ccccc3)CC2)cc1)C1=CSCCO1	9	-1	6	2	1.2	-13	-1	-5	0.2
67	O=[N+]([O-])c1ccc(CN2CCCCCC2)cc1	12	3	0	-2	1.6	9	1	-6	0.0
68	Cc1c(NC(=O)COC(=O)CCc2c[nH]c3ccccc23)c(=O)n(-c2ccccc2)n1C	3	-3	-6	-5	-0.1	6	-2	-8	0.0
69	O=C(CN1C2CCCC1CC(NC(=O)c1ccccc1)C2)Nc1ccccc1 (stereo not given)	7	-5	1	1	1.6	-2	1	-5	-0.1
70	Cc1ccc(NC(=O)CN2CCc3ccccc3C2)cc1S(=O)(=O)N(C)C	6	-7	-2	3	3.2	-7	-1	6	0.0
71	COc1cccc(CC(=O)Nc2ccc(-c3csc(C)n3)cc2)c1	0	1	-1	3	0.0	4	1	-7	0.0
72	C=CCNC(=O)c1ccc2nccnc2c1	5	6	0	-3	1.5	-9	0	6	-0.1

Compound activity: PubChem BioAssay, several laboratories
